Bioassay records: PubChem, several laboratories
Salmonella PhoP GFP = inhibitors of PhoP regulon expression, primary screen, Salmonella Typhimurium, GFP reporter (AID 1863). inhibition, % at 50 µM, or IC50 in µM where a hit was titrated. S. Typhimurium PhoP-regulated promoter GFP reporter, 4 h; higher % means a stronger effect. 300,000 tested, 0.16% active;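 active means inhibition over 29.93%, a cutoff 3 SD above the screen mean, later confirmed by dose response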;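 further: 0% = low Mg2+ inducing control and 100% = high Mg2+ repressing control; strong numbers were not always called active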
human PMI inhibition = MPI enzyme activity inhibition – biochemical, fluorescence intensity, coupled assay, primary screen (AID 1209) | 190,000 tested, 0.42% active | one-dose inhibition, % at 20 µM; IC50 in µM for titrated hits | purified PMI enzyme, coupled fluorescence intensity; higher % means a stronger effect;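 further: plate controls were DMSO vehicle for no effect and wells lacking substrate for full effect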
RSV CPE inhibition = RSV antiviral activity via CPE protection, HEp-2 cells, primary 10 µM value included (AID 2391); one-dose CPE inhibition, % at 10 µM; IC50 in µM for titrated hits; HEp-2 cells, RSV-induced CPE inhibition; higher % means a stronger effect; 310,000 tested, 0.13% active; in the data active means a potency from the dose series; further: strong numbers were not always called active
SIAH1 antagonists = blockers of Siah-1 interaction with plectin peptide – biochemical, fluorescence polarization, rhodamine-plectin, uHTS, primary screen (AID 1817). Siah-1 / rhodamine-plectin peptide fluorescence polarization; higher % means a stronger effect. displacement, % at 20 µM; hits with a dose series show IC50 in µM. 290,000 tested, 0.02% active;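 active means displacement of at least 50% at 20 µM, with a fluorescence ratio check between 0.3 and a set limit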;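 further: plate controls were Siah plus tracer with DMSO for no effect and tracer alone without Siah for full effect; strong numbers were not always called active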
Myeloid diff 2 = myeloid differentiation induction | ER-HoxA9 myeloid progenitors, lysozyme-GFP differentiation, flow cytometry | calls only at 10 µM | 360,000 tested, 1% active;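 active means normalized GFP-positive differentiation at or above the plate's own cutoff, the solvent-only control mean plus 3 SD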;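 further: cells exposed to compound for four days before flow analysis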
WT yeast gro inh = growth inhibition of WT yeast, mitochondrial fusion screen; 190,000 tested, 2.1% active; inhibition, % at 10 µM; mitochondrial fusion phenotypic screen, WT strain; AID 1362; in the data active means inhibition above about 58%; tested in S. cerevisiae
human PMI inhibitors = MPI inhibition at elevated mannose 6-phosphate – biochemical, fluorescence intensity, high mannose 6-phosphate, primary screen (AID 1220). recombinant PMI enzyme, coupled fluorescence intensity; higher % means a stronger effect. one-dose inhibition, % at 20 µM; IC50 in µM for titrated hits. 190,000 tested, 0.66% active
XIAP displacement = XIAP antagonists, biochemical, IAP family, fluorescence polarization (AID 1018); 200,000 tested, 0.007% active; displacement, % at 20 µM, or IC50 in µM where a hit was titrated; XIAP BIR domain, fluorescence polarization peptide displacement; higher % means a stronger effect; in the data active means displacement above about 50%; further: a part of the inactive calls stands beside numbers as strong as those of hits
TNAP activators = stimulation of alkaline phosphatase TNAP activity – biochemical, luminescent, no phosphate acceptor, uHTS, primary screen (AID 1001). 200,000 tested, 0.03% active. activation fold at 20 µM, or EC50 in µM where a hit was titrated. purified TNAP, luminescent activation assay, no phosphate acceptor; higher activation fold means a stronger effect; in the data active means activation fold from about 3, or a potency from the dose series; inactive means the rest, 99 in 100 with activation fold below about 1.6; further: many of its hits are not listed in these tables
WT yeast gro inh mutant strain = recorded beside WT yeast gro inh, whose call it bears; inhibition, %; mitochondrial fusion phenotypic screen, mutant strain inhibition
Myeloid diff 2 GFP+ MAC1+ % = further read-out of Myeloid diff 2, marked with its call; GFP+ MAC1+ double positive, %; measured here: differentiation confirmed by MAC1 staining
* marks the source's active call; other numbers are inactive results; i = inactive; · = no result given. Unless noted, no stated cut-off is given here; in the data, active means inhibition above about 50%; inactive means the rest.

SMILES	Salmonella PhoP GFP	human PMI inhibition	RSV CPE inhibition	SIAH1 antagonists	Myeloid diff 2	Myeloid diff 2 GFP+ MAC1+ %	WT yeast gro inh	WT yeast gro inh mutant strain	human PMI inhibitors	XIAP displacement	TNAP activators
O=C(O)c1ccccc1C(=O)Nc1ccc(-n2nc(C(F)(F)F)cc2C(F)(F)F)cc1	0%	·	0.9%	2%	i	0.3	·	·	·	·	·
CCN(c1ccccc1)S(=O)(=O)c1ccc(OCc2c(C)noc2C)cc1	-4%	8%	15%	-2%	i	1.6	3	7	1%	-0.6%	1.1
Cc1ccc(CCC(=O)Nc2cc(Cl)ccc2Cl)o1	1%	·	-0.1%	2%	i	0.9	·	·	·	·	·
CCOC(=O)C1=C(O)C(=O)N(c2ccc(S(N)(=O)=O)cc2)C1c1ccc([N+](=O)[O-])cc1 (stereo unspecified)	9%	·	-0.2%	0%	i	1.1	·	·	·	·	·
O=S(=O)(c1ccc(NC(=S)NC2CCCC2)cc1)N1CCCC1	-9%	-4%	-2.6%	4%	i	0.3	7	-5	-5%	0.5%	1.2
CN(C)C(CNc1ncccn1)c1ccccc1 (stereo unspecified)	9%	·	0.1%	-2%	i	0.6	·	·	·	·	·
COc1ccc(NC(=O)C(=O)NNC(=O)COc2ccc(Cl)cc2)c(OC)c1	5%	·	1.2%	-10%	i	0.9	·	·	·	·	·
Cc1cc(Br)ccc1-n1[nH]c(C)c(C=Nc2cccc3nsnc23)c1=O	-4%	50%	-1.5%	-9%	i	0.4	-9	8	71%*	1.0%	1
CC(C)CN(C(=O)CN1CCN(S(=O)(=O)c2ccc3ccccc3c2)CC1)c1c(N)n(CC(C)C)c(=O)[nH]c1=O	-16%	4%	1.4%	-3%	i	1.2	-5	-8	6%	-9.4%	1.1
O=C1CCC(=O)N1c1ccc(NC2CCN(Cc3ccccc3)CC2)c([N+](=O)[O-])c1	4%	-4%	1.9%	-1%	i	0.5	3	0	-6%	-5.4%	1
O=C(C1CCN(S(=O)(=O)c2cccc3nsnc23)CC1)N1CCc2ccccc2C1	7%	12%	7.0%	6%	i	1.3	10	11	14%	0.7%	1.1
CCCNC(=O)Nc1ccsc1C(=O)OC	-8%	6%	0.8%	-2%	i	0.0	-7	-4	1%	-0.8%	1
Cc1cccc(NC(=S)Nn2cnnc2)c1C	2%	34%	0.5%	4%	i	0.4	14	-7	-5%	-6.7%	1
N#CC1=C(N)Oc2cc(N)ccc2C1c1cccnc1 (stereo unspecified)	3%	1%	1.4%	32%	i	0.9	-3	-8	11%	0.5%	1.1
COCCCNC(=O)Cc1coc2ccc3ccccc3c12	4%	-2%	2.6%	3%	i	1.0	-2	0	13%	-4.0%	1.1
CC(C)CC(=O)NCC(C)NC(=O)CC(C)C (stereo unspecified)	6%	-5%	4.2%	0%	i	1.0	12	-2	-4%	-7.1%	1
Cc1ccc(S(=O)(=O)CC(=O)N2CCN(c3cccc(C(F)(F)F)c3)CC2)cc1	2%	·	9.9%	6%	i	2.2	·	·	·	·	·
Cc1cccc(N(C)Cc2nnc(-c3cccc(Br)c3)o2)c1	7%	·	39%	1%	i	0.7	·	·	·	·	·
Cc1ccc(CNC(=O)CS(=O)Cc2nc(-c3ccccc3F)oc2C)cc1 (stereo unspecified)	-7%	·	0.7%	0%	i	0.3	·	·	·	·	·
Cc1ccc(C(=O)Nc2cccc(N(C)S(C)(=O)=O)c2)cc1S(=O)(=O)Nc1ccccc1	4%	13%	13%	-3%	·	·	-4	0	12%	-2.2%	1.1
Cc1ccc(S(=O)(=O)N(C)c2ccc(C(=O)N3CCc4ccccc4C3)cc2)cc1	-3%	11%	11%	0%	i	0.5	33	0	9%	3.2%	1.1
N/C(=N\c1nc(CSc2ccc(Cl)cc2)cc(=O)[nH]1)Nc1cccc2ccccc12	-1%	-1%	1.0%	-1%	i	4.6	-19	-17	2%	-1.5%	1.2
COC(=O)c1scc(C)c1N1C(=O)c2ccccc2C1=O	-9%	·	0.7%	4%	i	1.2	·	·	·	·	·
O=C(COc1ccc(Cl)cc1)Nc1ccc(Cl)cn1	-3%	-6%	2.2%	0%	i	0.6	-8	-13	-4%	-4.1%	1
O=C1CCN(c2ncccc2[N+](=O)[O-])CC1	14%	0%	0.9%	7%	i	0.1	14	-8	1%	-0.5%	1.1
COCCN1Cc2cc3cc(C)ccc3nc2SC1=Nc1ccc(OC)cc1	3%	-28%	8.7%	6%	i	0.1	33	5	-37%	-1.9%	1
CCCn1c(=O)c(C(=O)NCCc2ccc(OC)cc2)c(O)c2ccccc21	9%	·	3.0%	0%	i	0.2	·	·	·	·	·
COC(=O)c1c(O)c2c([nH]c1=O)CCCC2	-8%	-3%	3.2%	1%	i	0.4	5	10	-1%	-4.0%	1.2
Cc1nc(SCC(=O)NCC2CCCO2)c2c3c(sc2n1)CCCC3 (stereo unspecified)	2%	·	4.2%	4%	i	0.7	·	·	·	·	·
COc1c(Cl)cc(C(=O)NCc2ccco2)cc1Cl	7%	·	-1.0%	3%	i	0.6	·	·	·	·	·

Full records, quoted from the list. Values in the order: Salmonella PhoP GFP, human PMI inhibition, RSV CPE inhibition, SIAH1 antagonists, Myeloid diff 2, Myeloid diff 2 GFP+ MAC1+ %, WT yeast gro inh, WT yeast gro inh mutant strain, human PMI inhibitors, XIAP displacement, TNAP activators
Shown for `O=C(COc1ccc(Cl)cc1)Nc1ccc(Cl)cn1` = -3%, -6%, 2.2%, 0%, i, 0.6, -8, -13, -4%, -4.1%, 1
Shown for `Cc1cccc(N(C)Cc2nnc(-c3cccc(Br)c3)o2)c1` = 7%, ·, 39%, 1%, i, 0.7, ·, ·, ·, ·, ·
Shown for `O=C(C1CCN(S(=O)(=O)c2cccc3nsnc23)CC1)N1CCc2ccccc2C1` = 7%, 12%, 7.0%, 6%, i, 1.3, 10, 11, 14%, 0.7%, 1.1

Other results:
SMILES	Salmonella PhoP GFP	human PMI inhibition	RSV CPE inhibition	SIAH1 antagonists	Myeloid diff 2	Myeloid diff 2 GFP+ MAC1+ %	WT yeast gro inh	WT yeast gro inh mutant strain	human PMI inhibitors	XIAP displacement	TNAP activators
Cc1ccccc1NS(=O)(=O)c1ccc(C(=O)NCC(c2ccccc2)N(C)C)cc1 (stereo unspecified)	4%	·	0.6%	-6%	i	0.8	·	·	·	·	·
Cc1nc2ncnn2c(N2CCN(C(=O)c3cccc(F)c3)CC2)c1Cc1ccccc1	-3%	3%	2.9%	0%	i	6.7	-3	-5	7%	1.1%	1.1
Cc1ccc(/C=C(\NC(=O)c2ccccc2)C(=O)OCc2ccccc2)cc1	-13%	10%	2.2%	3%	i	0.1	26	7	-1%	-5.4%	1.1
Cc1cccc2cc(C3CC(c4ccco4)=NN3S(=O)(=O)c3ccccc3)c(Cl)nc12 (stereo unspecified)	6%	2%	6.4%	6%	i	0.4	-6	-23	1%	2.9%	1.1
O=C(NC(Cc1ccccc1)C(=O)O)c1ccccc1 (stereo unspecified)	-12%	8%	1.2%	-3%	i	0.3	8	8	5%	-6.5%	1.1
COc1cccc(C2Nc3c(F)cc(Br)cc3C3C=CCC32)c1OC (stereo unspecified)	5%	9%	4.4%	-3%	i	0.3	66*	6.2*	8%	-8.3%	1.1
Nc1nc(-c2ccc3c(c2)CCO3)cs1	-1%	16%	-0.1%	13%	i	0.2	1	-18	6%	-5.4%	1.2
O=C(CCc1n[nH]c(=O)[nH]c1=O)N/N=C/c1ccco1	-16%	0%	1.5%	16%	i	0.6	-8	-22	3%	-3.9%	1.1
COCCn1c(N)c(C(=O)Nc2sc3c(c2C(=O)OC)CCCC3)c2nc3ccccc3nc21	2%	15%	47%	2%	·	·	26	12	11%	-1.0%	1.1
CC(C)C(NC(=O)c1ccc2c(c1)OCO2)C(=O)N/N=C/c1cccs1 (stereo unspecified)	-4%	-11%	0.8%	-6%	i	0.0	-9	-40	-3%	-4.9%	1.1
COc1ccc(C)cc1NC(=O)Nc1ccc(Br)cn1	-4%	9%	1.0%	9%	i	1.3	-12	-4	6%	-3.6%	1.1
CN1CCN(c2nc(-c3cccnc3)nc3ccccc23)CC1	5%	-9%	-1.1%	-5%	i	6.9	94*	14*	-6%	-1.8%	1
NS(=O)(=O)c1ccc(CCNC(=O)CNC(=O)C2CCCCC2)cc1	-9%	10%	0.7%	-1%	i	0.7	-19	-44	10%	-9.2%	1.1
O=c1cc(CCl)nc2sc3ccccc3n12	5%	-22%	4.6%	18%	i	0.4	27	24	-13%	-2.5%	1.1
CSCC[C@H](NC(=O)OC(C)(C)C)c1nnc(SCC(N)=O)o1	9%	-24%	·	1%	i	1.1	-21	-15	-10%	-2.5%	1
Cc1cc(C)nc(N2CCC(C(=O)Nc3cccc(C(F)(F)F)c3)CC2)n1	-8%	16%	4.3%	-2%	i	1.7	3	17	10%	-6.4%	1
CC1CCN(C(=O)COC(=O)c2cc(Cl)cc(Cl)c2N)CC1	1%	5%	1.7%	0%	i	7.2	23	25	0%	-6.5%	1.1
CCOc1cc(S(=O)(=O)N2CCN(Cc3ccccc3)CC2)ccc1Br	6%	8%	4.2%	0%	i	0.8	29	5	-7%	47%	1
CCOC(=O)c1ccc2nc(NC(=O)C(C)C)sc2c1	-2%	9%	7.2%	-12%	i	2.1	1	1	8%	-2.9%	1
C=CCn1c(=O)c2c3c(sc2n2c(Nc4ccc(OC)cc4)nnc12)CCCC3	-6%	16%	3.8%	1%	i	0.5	53	32	11%	0.4%	1.1
O=C(CCN1CCN(c2ccccc2F)CC1)Nc1ccc(F)cc1	-1%	·	0.7%	-1%	i	0.3	·	·	·	·	·
O=C(NC1c2ccccc2-c2ccccc21)N1CCCCC1	4%	6%	·	0%	i	1.2	31	15	13%	-7.2%	1.1
O=C(CCCCCN1C(=O)c2ccccc2C1=O)Nc1nccs1	2%	-2%	3.3%	0%	i	2.5	15	10	1%	-0.3%	1.1
Cc1ccc(-c2cc(C(F)F)n3ncc(C(=O)NCc4ccco4)c3n2)cc1	7%	3%	2.5%	14%	i	0.2	-17	12	10%	-4.1%	1.1

Not a hit list; 3.1% or so of the library scored in one or more.
